Assay outcomes deposited in PubChem BioAssay by several laboratories.
KKLEB cytotox = cytotoxicity in KKLEB CF airway cells, primary screen, cytotoxicity control for CF NF-kB inhibitor project, cell-based, uHTS, fluorescence assay plates; KKLEB CF airway cells viability, ATPlite luminescence, overnight; stronger effect = lower value; cells stimulated with P. aeruginosa culture filtrate; activity change (cytotoxicity), % at 5 µM; hit rate 0.36% among 360,000;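 active = corrected activity change at or below -50% at 5 µM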
Shn3 inh set2 = reduction of Shn3 3'UTR firefly luciferase signal, primary screen, Schnurri-3 inhibitor project, cell-based, Clone20 osteoblasts, set 2 | Clone20 osteoblast Shn3 3'UTR firefly luciferase, 24 h | inhibition, % at 12.5 µM | hit rate 0.52% among 360,000 | AID 588674, 2011;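 active = mean inhibition of at least 75% with every replicate also reaching 75%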;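 note: 0% = median of neutral control wells and 100% = pilot-screen positive control compound; some compounds past the cut are filed as inactive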
EBV LMP1 NFkB = EBV LMP1-driven NF-kappaB luciferase reporter inhibitors, primary screen, cell-based, luminescence, single point; LMP1-induced NF-kappaB luciferase reporter cells; inhibition, % at 12.5 µM; hit rate 0.69% among 350,000; AID 504558, 2011; in the data active = inhibition above about 41%;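 note: 0% = neutral control wells and 100% = reference inhibitor control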
NCOA1 inh = SRC1 coactivator transcriptional activity inhibitors, primary screen, cell-based, luminescence. HEK293 GAL4-SRC1 luciferase reporter. hit rate 0.12% among 360,000. Nuclear receptor coactivator 1 (Homo sapiens), Q15788. inhibition, % at 3.6 µM;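 active = inhibition above the campaign mean plus 3 SD, with each screening campaign given its own cutoff, cut at about 60% in these data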;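 note: 0% = DMSO treated cells and 100% = gossypol at 36 µM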
NR5A2 inv ag = LRH-1 (NR5A2) inverse agonists, primary screen, cell-based, luminescence, HEK293T, StAR-luciferase reporter. inhibition, % at 3.6 µM. hit rate 0.13% among 360,000. LRH-1 transfected, 24 h. AID 602396, 2012. Nuclear receptor subfamily 5 group A member 2 (Homo sapiens), O00482;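 active = inhibition above the mean inhibition of all tested compounds plus 3 SD, cut at about 73% in these data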;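 note: 0% = DMSO wells and 100% = reporter-only cells lacking LRH-1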
Target sequence (O00482 whole entry, looked up): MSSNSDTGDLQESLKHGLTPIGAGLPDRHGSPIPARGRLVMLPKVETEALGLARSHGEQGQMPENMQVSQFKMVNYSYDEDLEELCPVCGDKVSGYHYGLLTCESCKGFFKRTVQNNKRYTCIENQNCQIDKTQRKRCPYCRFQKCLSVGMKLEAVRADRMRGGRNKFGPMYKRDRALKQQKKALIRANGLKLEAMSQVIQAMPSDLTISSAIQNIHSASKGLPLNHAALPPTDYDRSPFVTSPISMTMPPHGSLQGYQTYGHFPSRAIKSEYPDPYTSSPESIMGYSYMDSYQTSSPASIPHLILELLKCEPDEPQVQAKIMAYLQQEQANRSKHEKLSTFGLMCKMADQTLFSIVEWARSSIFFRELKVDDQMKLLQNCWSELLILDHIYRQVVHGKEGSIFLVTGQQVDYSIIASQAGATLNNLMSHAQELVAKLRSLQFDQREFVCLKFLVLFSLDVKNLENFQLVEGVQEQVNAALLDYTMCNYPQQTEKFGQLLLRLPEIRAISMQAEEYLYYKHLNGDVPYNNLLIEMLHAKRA
TWEAK Fn14 block = inhibitors of TWEAK-Fn14 signaling, primary screen, luciferase reporter cells, uHTS | TWEAK-stimulated Fn14 reporter cells, luciferase luminescence, 8 h | inhibition, % at 10 µM | hit rate 2% among 360,000 | AID 1159606, 2016; in the data active = inhibition above about 50%
NR2F2 inh = NR2F2 transcriptional activity inhibitors, primary screen, cell-based, luciferase reporter, HEK293T, luminescence. HEK293T NGFI-A luciferase reporter. inhibition, % at 8.6 µM. hit rate 0.7% among 370,000;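 active = inhibition above a per-plate cutoff, mean inhibition of test wells between control levels plus 3 SD, cut at about 38% in these data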;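 note: cells cotransfected with COUP-TFII expression vector driving the NGFI-A reporter; 0% = median of COUP-TF2 test wells and 100% = reporter-only cells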
Target sequence (P24468 whole entry, looked up): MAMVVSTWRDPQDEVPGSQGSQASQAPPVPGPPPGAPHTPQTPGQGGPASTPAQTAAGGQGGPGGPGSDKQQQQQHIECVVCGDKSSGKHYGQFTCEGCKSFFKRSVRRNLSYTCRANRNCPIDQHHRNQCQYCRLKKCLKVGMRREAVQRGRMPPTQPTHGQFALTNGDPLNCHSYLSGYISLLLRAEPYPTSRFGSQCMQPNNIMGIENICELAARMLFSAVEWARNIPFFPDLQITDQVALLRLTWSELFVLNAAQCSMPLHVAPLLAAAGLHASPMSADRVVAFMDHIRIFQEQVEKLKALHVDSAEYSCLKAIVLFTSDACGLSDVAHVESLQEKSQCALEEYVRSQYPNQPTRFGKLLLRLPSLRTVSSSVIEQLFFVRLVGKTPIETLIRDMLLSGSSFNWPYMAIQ
NCOA3 inh = SRC3 coactivator transcriptional activity inhibitors, primary screen, cell-based, luminescence | HEK293 GAL4-SRC3 luciferase reporter | hit rate 0.17% among 360,000 | Nuclear receptor coactivator 3 (Homo sapiens), Q9Y6Q9 | AID 588352, 2011 | inhibition, % at 3.6 µM;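 active = inhibition above a per-campaign cutoff, the mean of all compounds plus 3 SD, cut at about 60% in these data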;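 note: 0% = DMSO-treated cells and 100% = gossypol-treated cells at 36 µM; higher means less SRC3-driven luciferase light from the GAL4 reporter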
CF NFkB inh = inhibitors of PAF-induced NF-kB signaling, primary screen, cell-based, GFP fluorescence, uHTS | hit rate 0.86% among 360,000 | KKLEB NF-kB-GFP reporter, GFP fluorescence overnight | inhibition, % at 5 µM | AID 588850, 2011;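 active = at least 50% inhibition at 5 µM, scaled per plate between neutral and stimulator controls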;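 note: PAF is a Pseudomonas aeruginosa culture filtrate used as stimulus; plate controls were PAF-stimulated DMSO wells for no effect and unstimulated DMSO wells for full effect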
TROY NFkB inh = inhibitors of TROY-driven NF-kB signaling, primary screen, Q293 LMP1-TROYcd cells, NF-kB luciferase, uHTS. inhibition, % at 10 µM. Q293 LMP1-TROYcd NF-kB luciferase reporter, 4 h. hit rate 0.98% among 360,000. AID 1347056, 2019;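 active = compounds whose plate-normalised and pattern-corrected inhibition of the luciferase reporter signal at the single screening dose is 50% or more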
C8 TRAIL sens = viability loss with TRAIL in NB7+C8 cells, primary screen, TRAIL sensitizer project, cell-based, ATPlite luminescence; hit rate 1% among 360,000; inhibition (viability loss, TRAIL sensitization), % at 10 µM;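 active = compounds causing at least 50% loss of cell viability in the single-dose screen, relative to plate controls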
An asterisk follows results filed as active; . = no result given. Not all compounds are listed; the hit share may differ from the screen's.

SMILES	KKLEB cytotox	Shn3 inh set2	EBV LMP1 NFkB	NCOA1 inh	NR5A2 inv ag	TWEAK Fn14 block	NR2F2 inh	NCOA3 inh	CF NFkB inh	TROY NFkB inh	C8 TRAIL sens
COc1ccccc1OCCNC(=O)c1cccs1	3	1	-9	-38	-16	-24	-35	-6	-5	-7	-18
CCCc1cc(N2CCCC(C(=O)NCC)C2)n2ncnc2n1 (stereo not drawn)	1	3	-1	2	13	10	-7	-17	-5	11	-16
COCC(C)N=C1NN=C(c2cccs2)C(CC(=O)O)S1 (stereo not drawn)	2	-4	1	10	16	2	-7	2	-3	29	-3
C[C@@H]1CN([C@@H](C)CO)S(=O)(=O)c2ccc(Br)cc2O[C@@H]1CN(C)Cc1ccccn1	-4	3	3	8	-16	3	-21	15	-10	-10	-8
CCN(Cc1ccccc1)C(c1ccc(C)cc1)c1nnnn1C(C)(C)CC (stereo not drawn)	-4	67	6	9	6	4	-1	1	0	30	7
CCCCN1CCNC[C@@H]1Cc1ccccc1	4	-3	-2	1	8	-5	-20	7	-2	-13	-9
Cc1ccn2c(=O)nc(SCC(=O)c3ccccc3)nc2c1	-2	-40	-12	-52	-80	-5	-51	-72	-12	-7	3
CC(C)NC(=O)[C@H](CSCc1ccccc1)N1Cc2ccccc2C1=O	-15	5	-1	-2	-6	7	5	0	-1	1	-2
CSc1ncccc1C(=O)N(C)CC(=O)Nc1ccc(Cl)cc1	1	-15	-6	1	-7	8	-11	4	-2	2	17
CC(C)CCN(C(=O)c1ccncc1)c1c(N)n(Cc2ccccc2)c(=O)[nH]c1=O	3	-21	0	7	-6	15	0	9	23	-5	-7
CC(C)c1cc(=O)[nH]c(SCC(=O)NC2CCCC2)n1	9	6	-5	-8	-7	7	8	-3	5	7	-18
COC(=O)C1CCN(C(=O)NC(C)(C)C)CC1	0	15	6	2	-7	0	-4	-36	9	0	2
C[C@@H]1C(c2cccc(Cl)c2)=NN(c2ccc(Br)cc2)[C@H]1C(=O)N1CCOC1=O	-8	12	-13	6	5	30	.	-8	14	10	1
COn1c(=O)c(=O)n(O)c2ccccc21	10	6	1	12	10	6	4	-12	-1	3	-2
FCCCOc1ccc(-c2ccnc3ncnn23)cc1	-8	4	-3	-8	-8	-9	-18	-8	-9	-3	19
CC1CCN(C(=O)COC(=O)Cn2cnc3c2c(=O)n(C)c(=O)n3C)CC1	-2	-11	-9	-6	15	-12	-4	15	-5	10	3
O=C(NCCc1cccc(Cl)c1)c1ccc(Cl)c([N+](=O)[O-])c1	-5	-5	-6	-16	-15	-10	-16	-9	-10	-49	-7
Cc1ccc(C)c(Cn2nnc3c(=O)[nH]c(C(=O)NCc4ccco4)nc32)c1	-13	-28	6	-8	-14	26	4	11	23	7	1
CN1CCN(c2nnc(-c3ccc(F)cc3)c3ccccc23)CC1	0	5	5	11	7	15	-5	14	10	6	7
CCC(CC)c1nnc(NC(=O)COc2ccc3c(c2)OCO3)s1	-4	-7	-12	-1	-17	5	14	12	-8	-27	-1
O=C(Nn1c(SCc2ccc(F)cc2)nc2ccsc2c1=O)c1ccccc1	23	15	3	7	7	-9	4	4	-2	0	13
Cc1cc(C)cc(N(C(C)C(=O)NC2CCCC2)S(C)(=O)=O)c1 (stereo not drawn)	5	2	-5	4	-2	-17	11	1	-2	-6	16
O=C(c1ccco1)N1CCN(C(c2ccccc2F)c2nnnn2CC2CCCO2)CC1 (stereo not drawn)	1	0	3	-9	25	7	22	-2	-10	-6	4
COc1ccc([C@H]2/C=C\CN(C(=O)CC(C)(C)C)[C@@H](C)C(=O)N2Cc2ccc(F)cc2)cc1	-18	2	7	-14	-13	13	18	-7	20	-21	7
COc1ccc(-n2cc(CNCCc3ncc(C)[nH]3)c(-c3ccccc3Cl)n2)cc1	-5	-4	-2	-21	-5	-5	-13	1	-8	-4	-19
CC(C)c1ccc(NC(=O)CCNS(=O)(=O)c2cccc3nsnc23)cc1	2	1	2	5	-4	0	6	2	7	5	-13
COc1cc2oc3ccccc3c(=O)c2cc1OC	1	-36	-29	-26	-31	-35	.	-27	-71	-82	8
CCCCn1c(N)c(N(CC(C)C)C(=O)c2cccs2)c(=O)[nH]c1=O	13	-14	3	-9	0	3	5	11	-13	25	-2
Cn1c(=O)n(-c2ccc(Cl)cc2)c(=O)c2c3c(sc21)COC(C)(C)C3	25	10	-1	5	13	10	16	8	-1	18	5
COCCCn1c(C(=O)NCCC2=CCCCC2)cc2c(=O)n3cccc(C)c3nc21	-8	19	3	3	-20	-32	-4	17	-20	-11	-6
COC(=O)c1ccc(OC(=O)C2CSC3(C)CCC(=O)N23)cc1 (stereo not drawn)	-6	15	3	2	12	-21	2	10	4	-7	-8
CCOc1ccc(CCNC(=O)COC(=O)CNC(=O)c2ccc(Br)o2)cc1OCC	-12	-4	1	-8	37	3	9	0	-3	5	-13
COCCn1c(=O)[nH]c2cc(C(=O)Nc3cccc(F)c3)ccc2c1=O	3	-50	-12	-5	-18	-16	-4	1	-2	-28	6
CC(C)(C)OC(=O)N1CCC[C@H]1C(=O)Nc1ccc(S(=O)(=O)C(F)F)cc1	5	22	5	-1	9	9	15	20	3	15	-19
Cc1c(Cl)cccc1NC(=O)c1ccccc1-c1ccccc1C(=O)O	1	-1	-25	22	17	-10	-14	14	-8	8	-5
COc1ccc(NC(=O)CSc2nccn2Cc2ccc(F)cc2)cc1	17	-2	-1	-4	22	10	19	21	-64	17	-14
Cc1nn2c(-c3ccccc3)ccnc2c1-c1ccccc1	-1	-74	-28	-72	-107	3	-33	-60	-10	-38	-12
O=C(Nc1nc2c(F)cc(F)cc2s1)C1CCN(C(=O)c2ccc(F)cc2)CC1	-30	-62	-6	-35	-51	-6	-29	-63	33	-19	16
CN(CCCC(=O)O)S(=O)(=O)c1ccc2c(c1)C(=O)c1cc(S(=O)(=O)N(C)CCCC(=O)O)ccc1-2	3	-1	4	-74	-36	4	-26	-26	-9	-7	2
COC(=O)Oc1ccc(/C=N/NS(=O)(=O)c2ccccc2)cc1OC	2	4	2	-8	2	2	13	-17	12	9	10
CC1CC(C)CN(c2oc(-c3ccco3)nc2C#N)C1 (stereo not drawn)	6	6	7	-12	-10	-22	-2	18	-9	2	3
O=S(=O)(c1ccc(Br)s1)N1CCN(Cc2ccc3c(c2)OCO3)CC1	-8	-2	1	-4	1	-17	3	-9	9	5	-6
CC(=O)NCCC(=O)Nc1cc(S(=O)(=O)N2CCOCC2)ccc1N1CCCC1	-6	8	-4	-3	-3	19	3	-14	-2	-10	15
CN1CCc2c(sc3c2C(=O)NC(c2ccccn2)N3)C1 (stereo not drawn)	-9	0	4	12	-3	-2	0	8	5	4	-3
O=C1N=C(N2CCN(c3ccccc3)CC2)S/C1=C\c1ccco1	12	-11	3	4	6	-5	-14	0	-2	-36	1

Part of the list above, reformatted:
Structure: COC(=O)Oc1ccc(/C=N/NS(=O)(=O)c2ccccc2)cc1OC
  KKLEB cytotox: 2
  Shn3 inh set2: 4
  EBV LMP1 NFkB: 2
  NCOA1 inh: -8
  NR5A2 inv ag: 2
  TWEAK Fn14 block: 2
  NR2F2 inh: 13
  NCOA3 inh: -17
  CF NFkB inh: 12
  TROY NFkB inh: 9
  C8 TRAIL sens: 10
Structure: CN1CCc2c(sc3c2C(=O)NC(c2ccccn2)N3)C1 (stereo not drawn)
  KKLEB cytotox: -9
  Shn3 inh set2: 0
  EBV LMP1 NFkB: 4
  NCOA1 inh: 12
  NR5A2 inv ag: -3
  TWEAK Fn14 block: -2
  NR2F2 inh: 0
  NCOA3 inh: 8
  CF NFkB inh: 5
  TROY NFkB inh: 4
  C8 TRAIL sens: -3

New compounds follow
SMILES	KKLEB cytotox	Shn3 inh set2	EBV LMP1 NFkB	NCOA1 inh	NR5A2 inv ag	TWEAK Fn14 block	NR2F2 inh	NCOA3 inh	CF NFkB inh	TROY NFkB inh	C8 TRAIL sens
Fc1ccccc1NC(=S)N1CCN(Cc2ccccc2)CC1	11	24	3	-4	-16	-3	4	5	-11	-30	-6
O=C(O)c1ccccc1C(=O)c1cccc2c(Br)cccc12	-8	-5	9	-23	14	-7	-2	-9	10	17	2
COc1ccc(Br)cc1CNC(=O)CCC(=O)n1nc(C)c2ccccc21	3	-3	8	17	-9	-1	14	11	10	7	-8
NC(=O)CSc1nc2scc(-c3ccco3)c2c(=O)n1-c1ccccc1	-1	13	-6	1	11	-1	2	-22	12	3	-9
C#CC[N+]1(CC#Cc2ccc(C)cc2)CCCCC1	5	-18	0	13	-28	-1	5	-11	4	10	-5
Cn1ccnc1SCC(=O)c1ccc(Cl)cc1	-20	-30	0	-52	-25	-15	-14	-28	-12	-35	-16

Compounds listed so far that contain fluorine (10):
SMILES	KKLEB cytotox	Shn3 inh set2	EBV LMP1 NFkB	NCOA1 inh	NR5A2 inv ag	TWEAK Fn14 block	NR2F2 inh	NCOA3 inh	CF NFkB inh	TROY NFkB inh	C8 TRAIL sens
FCCCOc1ccc(-c2ccnc3ncnn23)cc1	-8	4	-3	-8	-8	-9	-18	-8	-9	-3	19
CN1CCN(c2nnc(-c3ccc(F)cc3)c3ccccc23)CC1	0	5	5	11	7	15	-5	14	10	6	7
O=C(Nn1c(SCc2ccc(F)cc2)nc2ccsc2c1=O)c1ccccc1	23	15	3	7	7	-9	4	4	-2	0	13
O=C(c1ccco1)N1CCN(C(c2ccccc2F)c2nnnn2CC2CCCO2)CC1 (stereo not drawn)	1	0	3	-9	25	7	22	-2	-10	-6	4
COc1ccc([C@H]2/C=C\CN(C(=O)CC(C)(C)C)[C@@H](C)C(=O)N2Cc2ccc(F)cc2)cc1	-18	2	7	-14	-13	13	18	-7	20	-21	7
COCCn1c(=O)[nH]c2cc(C(=O)Nc3cccc(F)c3)ccc2c1=O	3	-50	-12	-5	-18	-16	-4	1	-2	-28	6
CC(C)(C)OC(=O)N1CCC[C@H]1C(=O)Nc1ccc(S(=O)(=O)C(F)F)cc1	5	22	5	-1	9	9	15	20	3	15	-19
COc1ccc(NC(=O)CSc2nccn2Cc2ccc(F)cc2)cc1	17	-2	-1	-4	22	10	19	21	-64	17	-14
O=C(Nc1nc2c(F)cc(F)cc2s1)C1CCN(C(=O)c2ccc(F)cc2)CC1	-30	-62	-6	-35	-51	-6	-29	-63	33	-19	16
Fc1ccccc1NC(=S)N1CCN(Cc2ccccc2)CC1	11	24	3	-4	-16	-3	4	5	-11	-30	-6
